High-throughput results from PubChem BioAssay.
PvdQ acylase: blocks Pseudomonas aeruginosa PvdQ acylase activity; 340,000 compounds, 0.063% hits; purified PvdQ acylase, fluorescence plate reader; inhibition, % at 10 µM; in the data active = inhibition above about 30%, passing the limit was not always enough;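 note: 0% = vehicle neutral wells and 100% = reference inhibitor wells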
Rtt109 HAT inh: C. albicans Rtt109 histone acetyltransferase inhibition. Q5AAJ8. purified Rtt109/Vps75, ThioGlo CoA-SH fluorescence, 4 h. inhibition, % at 34.9 µM. 330,000 compounds, 0.16% hits. AID 540336;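 active = inhibition of at least 50% in every replicate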
Target sequence (Q5AAJ8 whole entry, looked up): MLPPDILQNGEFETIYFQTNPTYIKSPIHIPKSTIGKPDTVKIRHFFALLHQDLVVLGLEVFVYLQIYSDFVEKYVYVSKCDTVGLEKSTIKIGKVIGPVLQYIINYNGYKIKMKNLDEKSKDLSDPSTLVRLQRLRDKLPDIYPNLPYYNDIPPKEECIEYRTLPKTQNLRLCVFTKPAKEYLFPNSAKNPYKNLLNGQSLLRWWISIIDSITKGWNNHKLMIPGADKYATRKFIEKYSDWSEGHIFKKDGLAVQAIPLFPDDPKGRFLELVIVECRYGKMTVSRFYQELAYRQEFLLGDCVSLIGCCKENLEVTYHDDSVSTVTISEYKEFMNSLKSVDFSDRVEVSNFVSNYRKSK
Wnt act: activates Wnt/beta-catenin signaling in a reporter cell assay; activator, plate reader; activation, % at 9.35 µM; 300,000 compounds, 1.2% hits; AID 743398; in the data active = activation above about 30%, passing the limit was not always enough;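 note: 0% = neutral control wells and 100% = positive control wells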
Ecoli viability: reduces bacterial viability in AddAB counter-screen; E. coli V3065 growth, OD600 absorbance, 18 h; inhibition, % at 11.9 µM; 330,000 compounds, 0.27% hits; AID 449728;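 active = inhibition above the campaign's mean inhibition across all tested compounds plus 3 SD, cut at about 9.9% in these data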;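 note: uninfected addAB+ strain grown without phage in ampicillin broth; 0% = DMSO wells and 100% = ciprofloxacin 0.95 µg/ml wells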
DAGLB inh: blocks human DAGLB lipase activity; inhibition, % at 5.17 µM; 340,000 compounds, 0.059% hits; HEK293T DAGLB membrane lysate, EnzChek fluorogenic substrate; Q8NCG7; in the data active = inhibition above about 34%;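 note: 0% = enzyme with vehicle and 100% = wells lacking enzyme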
Target sequence (Q8NCG7 whole entry, looked up): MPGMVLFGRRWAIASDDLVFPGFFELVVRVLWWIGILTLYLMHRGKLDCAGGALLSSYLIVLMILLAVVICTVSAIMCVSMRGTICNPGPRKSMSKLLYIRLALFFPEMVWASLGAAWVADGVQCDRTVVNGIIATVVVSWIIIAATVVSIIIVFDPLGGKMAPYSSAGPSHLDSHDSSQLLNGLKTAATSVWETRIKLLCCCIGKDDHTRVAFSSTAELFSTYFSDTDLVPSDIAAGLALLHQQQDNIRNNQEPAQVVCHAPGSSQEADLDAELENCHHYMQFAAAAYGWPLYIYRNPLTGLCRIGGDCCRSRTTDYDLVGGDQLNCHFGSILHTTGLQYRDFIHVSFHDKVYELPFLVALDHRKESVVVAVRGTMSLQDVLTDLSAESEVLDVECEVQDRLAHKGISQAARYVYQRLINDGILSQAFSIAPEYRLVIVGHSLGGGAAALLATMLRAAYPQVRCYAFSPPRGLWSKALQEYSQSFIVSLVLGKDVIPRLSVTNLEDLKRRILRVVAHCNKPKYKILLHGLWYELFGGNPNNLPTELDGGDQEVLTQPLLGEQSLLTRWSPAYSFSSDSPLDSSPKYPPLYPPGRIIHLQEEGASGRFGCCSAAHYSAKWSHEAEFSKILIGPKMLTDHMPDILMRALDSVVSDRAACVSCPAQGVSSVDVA
PfHsp90 set2: inhibits growth of yeast expressing Plasmodium falciparum Hsp90. S. cerevisiae expressing PfHsp90, BacTiter-Glo ATP, 48 h; yeast lacking PDR1 and PDR3 efflux regulators. inhibition, % at 9.4 µM. 310,000 compounds, 0.32% hits. AID 504621;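 active = every replicate shows inhibition above about 80%, whatever the replicate mean, limit read from the data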;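 note: 0% = DMSO neutral controls and 100% = 20 µM radicicol positive controls; yeast relying on Plasmodium falciparum Hsp90 in place of its own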
AddAB inh: less growth of phage-infected E. coli with AddAB | E. coli expressing H. pylori AddAB, absorbance growth | inhibition, % at 11.9 µM | 330,000 compounds, 0.29% hits | AID 435030; in the data active = inhibition above about 12%;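 note: 0% = vehicle wells of infected cells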
phage Ecoli inh: E. coli growth loss with phage present | growth absorbance | inhibition, % at 11.9 µM | 360,000 compounds, 0.26% hits; in the data active = inhibition above about 11%
Tat export inh: inhibitors of E. coli Tat protein transport; E. coli MC4100 TorA-mCherry Tat export, fluorescence; 340,000 compounds, 0.036% hits; inhibition, % at 10 µM;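 active = mean replicate inhibition at least 50% and at least half of replicates individually reaching 50%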;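 note: exported cargo escapes ClpAP degradation while cytoplasmic cargo is degraded and loses fluorescence; 0% = median of neutral control wells and 100% = median of NaSCN control wells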
CAL PDZ inh: inhibitors of human CAL PDZ peptide binding; AID 504414; inhibition, % at 20 µM; purified CAL PDZ, TMR-peptide fluorescence polarization, 1 h; 330,000 compounds, 0.02% hits;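 active = highest replicate inhibition of at least 40%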;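 note: plate controls were DMSO neutral control wells for no effect and unlabeled competitor peptide control wells for full effect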
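Material – purified CerCALP PDZ construct · Detection – FP readout, S and P plane fluorescence · Measure – percent inhibition from loss of millipolarization · Controls – unlabelled peptide for full inhibition, DMSO wells as neutral · Probe or stimulus – TMR-labelled reporter peptide T*-PRC34 bound in PDZ groove · Times – 1 h at RT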
* hit, by the source's call; nt = not tested or not shown.

Molecule,PvdQ acylase,Rtt109 HAT inh,Wnt act,Ecoli viability,DAGLB inh,PfHsp90 set2,AddAB inh,phage Ecoli inh,Tat export inh,CAL PDZ inh
Cc1ccccc1OCCNc1cc(N2CCN(CCO)CC2)ccc1[N+](=O)[O-],-8,17,-5,-1.3,4,-10,4.0,1.7,17,-2.1
CC1CCN(S(=O)(=O)c2ccc(NC(=O)CN3CCN(c4ccccc4)CC3)cc2)CC1,-8,-4,-1,-2.6,4,-6,0.6,1.9,7,0.0
COCCCNc1nc2ccccc2nc1NS(=O)(=O)c1ccc(OC)cc1,-10,-9,-3,0.6,1,-14,0.2,1.5,-5,-0.7
COc1cc(/C=C2/C(=O)N(c3ccc(C(=O)O)cc3)N=C2C)cc(OC)c1O,-16,-1,-3,nt,1,27,nt,-2.4,-16,nt
CC(NC(=O)COC(=O)C1CCN(S(=O)(=O)c2ccccc2C(F)(F)F)CC1)c1ccccc1 (stereo not drawn),-1,-12,0,-0.3,1,1,0.8,3.1,-3,-2.8
Cc1c(CC(=O)N2CCN(C(=O)C3COc4ccccc4O3)CC2)c(=O)oc2cc(O)ccc12 (stereo not drawn),4,-190,1,2.1,1,-39,0.5,2.9,-1,-1.5
COc1cccc2cc(C(=O)N3CCCc4ccccc43)oc12,-8,5,-1,0.4,-2,13,1.2,2.5,4,-0.4
COc1cc(C(C#N)N2N=C(c3ccccc3)CC2c2ccccc2)ccc1O (stereo not drawn),-12,3,nt,-3.7,-10,19,-0.8,2.0,6,1.4
Cc1onc(-c2ccccc2)c1C(=O)Oc1ccccc1,nt,nt,22,2.6,nt,nt,1.6,0.5,nt,nt
Cc1cc(C)n(CC(=O)N/N=C/c2ccc(C)o2)n1,-4,-6,nt,1.2,1,-9,-0.2,2.5,6,0.1
COC(=O)CN1C(=O)C(C)(C)Oc2ccc(C(=O)NC3CCCC3)cc21,2,-6,0,-1.1,-1,6,0.6,1.0,-7,-2.9
O=C(NCCCN1CCCC1=O)c1cccc(S(=O)(=O)NCc2ccccc2)c1,-14,-11,-2,-1.0,1,-6,-0.9,-0.5,-7,-2.2
CS(=O)(=O)N1CCC(C(=O)Nc2ccc(Br)cc2F)CC1,-15,-17,nt,0.2,-4,33,1.1,1.4,-7,-1.5
CC(C)(C)C(=O)C1=C(O)C(=O)N(Cc2ccccc2)C1c1ccccc1F (stereo not drawn),-6,3,11,0.7,3,-62,2.0,-0.5,-7,0.1
OCCCNc1nnc(-c2ccccc2)c2ccccc12,2,-7,-1,0.5,-3,-1,-0.2,0.3,1,-2.0
Cc1cc(C)cc(NC(=O)N(CCC#N)Cc2cccs2)c1,1,6,-3,-1.5,-1,3,2.6,3.9,1,0.9
CCC(C)NC(=O)CCC(=O)NNc1nc2ccccc2c2nc(C)nn12 (stereo not drawn),-3,-9,1,0.3,1,-1,3.2,1.2,24,-0.9
Nc1ccc2nc3c(=O)[nH]c(=S)[nH]c3nc2c1,-2,-5,1,1.5,-36,1,1.4,2.5,-4,-2.3
O=C(NCCN1C(=O)S/C(=C\c2ccccc2F)C1=O)C1CCCN1C(=O)c1cccs1 (stereo not drawn),-15,-5,-4,-2.2,5,-31,0.8,1.8,-3,0.6
COc1ccccc1/C=C/c1ccc2cccc(O)c2n1,2,1,27,-1.4,-3,-26,-2.1,-0.4,-2,0.2
COc1cc(C2=NOC(C(=O)NCc3ccco3)C2)cc(OC)c1OC (stereo not drawn),-4,8,nt,0.4,-2,13,2.7,1.8,13,-0.3
CCc1nnc(NC(=O)c2nc(Cl)ccc2Cl)s1,-13,-9,-2,nt,-2,0,nt,1.0,-2,-1.2
NNC(=O)c1sc2cc(C(F)(F)F)cnc2c1-c1cccnc1,5,-3,0,-2.9,-1,-3,2.4,4.3,-6,nt
O=C(NCC(c1ccco1)N1CCN(c2ccc(F)cc2)CC1)C(=O)NC1CCCCC1 (stereo not drawn),-7,3,-4,-1.1,2,6,-3.1,5.1,-9,-1.8
O=C(Cc1nn[nH]n1)NCCC1=CCCCC1,-5,1,2,0.1,-1,3,3.1,-1.8,6,-0.4
Cc1ccc(C)c(Cn2nnc3c(=O)[nH]c(C4CCN(C(=O)c5ccco5)CC4)nc32)c1,-18,5,0,1.6,2,-45,2.9,1.6,1,-2.6
CCOc1ccccc1OCCCC(=O)N1CCN(S(=O)(=O)c2ccc(C)cc2)CC1,1,5,0,1.0,1,-26,4.3,2.8,3,-3.2
COC(=O)c1ccc(C(NC(=O)OCc2ccccc2)/C(F)=C/[C@@H](C)C(=O)O)cc1 (stereo partly drawn),-8,-2,-1,-1.4,3,2,2.1,2.2,1,1.4
CCn1cc(C(=O)NCc2ccc(Cl)cc2)c(=O)c2cc(S(=O)(=O)N3CCOCC3)ccc21,-18,-4,-2,0.3,2,-19,2.1,0.3,1,-0.3
Cc1ccccc1-n1c(-c2ccc(Cl)cc2)cnc1SCC(=O)NC1CCS(=O)(=O)C1 (stereo not drawn),-5,5,nt,3.4,3,-15,-0.1,0.0,8,0.4
CC(=O)Nc1ccc(-c2cn3c(n2)SCC3)cc1,-2,0,10,0.0,2,13,2.0,3.1,5,0.1
CC(C)(C)OC(=O)N1CCCC(C(=O)Nc2ccc(C(=O)NCc3ccccc3)cc2)C1 (stereo not drawn),-15,-6,-2,nt,1,-2,nt,-0.7,-11,-2.1
COCC(=O)N(Cc1ccc(OC)cc1)Cc1nc2ccccc2c(=O)[nH]1,-14,1,nt,1.1,-1,-11,1.5,0.9,-3,-0.6
CCOC(=O)C1CN(S(=O)(=O)c2cccs2)c2ccc(CC(=O)OC)cc2O1 (stereo not drawn),-5,4,7,0.9,-3,0,-0.1,1.6,1,-1.1
CCCC(=O)c1cn(CC(=O)OC)c2ccccc12,-15,-6,nt,1.4,1,-17,-0.8,2.5,-2,0.5
O=C(c1ccc2c(c1)OCO2)C1CCCN(Cc2cccc(C(F)(F)F)c2)C1 (stereo not drawn),-3,-1,1,-0.8,-15,5,2.3,3.3,3,-1.9
O=C(CCCN1C(=O)c2cccc3cccc(c23)C1=O)NC1CCS(=O)(=O)C1 (stereo not drawn),-10,-7,-2,1.3,1,23,4.4,5.4,-3,nt
O=C(Cn1cnc2ccccc21)N1CCN(S(=O)(=O)c2ccccc2)CC1,-7,-1,0,0.5,-1,-1,0.7,1.9,-18,-2.6
CCOC(=O)NCCOC(=O)Nc1ccc(Cl)cc1,-14,1,-5,2.5,1,-29,3.4,4.3,-1,-1.2
Cc1cc(C)c(S(=O)(=O)Nc2ccccc2C(=O)N2CCOCC2)c(C)c1,-4,-1,-3,0.6,1,20,3.9,1.0,10,-0.5
CCCCCCn1c(-c2cccs2)n[nH]c1=S,-12,27,1,1.8,0,-24,4.7,-0.5,-6,-0.7
CCOc1ccc(C(=O)N2CCN(c3ncccn3)CC2)cc1,-12,-13,2,-0.8,-4,6,-2.8,1.0,-2,0.0
CC1(C)CC(=O)C2=C(C1)Nc1ccccc1NC2c1cccnc1 (stereo not drawn),9,5,nt,-0.8,2,-4,-0.7,2.7,-1,-2.4
Cc1cccc(/N=C/c2c(O)c3ccccc3oc2=O)n1,1,1,nt,1.4,1,-1,0.9,1.8,-8,nt
CC(C)OCCCN1CC(=O)N2C(c3ccccc3)c3[nH]c4ccccc4c3C[C@H]2C1=O (stereo partly drawn),-5,0,-2,-1.6,0,-15,0.3,0.4,1,-0.5
COc1ccc(/C=C2\SC(=O)N(CCNC(=O)C3=COCCO3)C2=O)cc1,-10,3,13,3.2,2,12,-0.5,2.3,-5,-3.1
COc1ccc(C2CC(=O)Oc3c(C(CCN4CCCC(C)C4)c4ccc(N(C)C)cc4)c(OC)cc(OC)c32)cc1 (stereo not drawn),-13,16,1,-0.3,4,-4,3.6,-0.1,0,-0.5
CCOC(=O)c1sc2ccc(S(=O)(=O)N3CC(C)CC(C)C3)cc2c1N (stereo not drawn),-17,-7,-8,-1.0,-8,9,0.3,1.5,-2,-0.4
O=C1[C@@H]2Cc3ccccc3CN2C(=O)N1c1cccc(F)c1,-10,nt,nt,-1.3,1,nt,0.0,-0.6,3,-2.6
Cn1cc(-c2cccc(Cl)c2)cc(C#N)c1=O,-9,nt,-2,-1.9,1,-21,3.8,4.4,2,-0.4

New compounds follow
Molecule,PvdQ acylase,Rtt109 HAT inh,Wnt act,Ecoli viability,DAGLB inh,PfHsp90 set2,AddAB inh,phage Ecoli inh,Tat export inh,CAL PDZ inh
Cc1ccccc1C(=O)NNC(=O)C1CCN(C(=O)Nc2ccccc2)CC1,10,12,3,-0.4,-2,2,1.6,2.1,-1,-2.8
CC1=C([N+](=O)[O-])C(c2ccccc2C(F)(F)F)NC(=O)N1C (stereo not drawn),-5,2,1,2.6,2,-9,2.6,3.2,-5,-1.2
O=C(CCC1CCCC1)NCCS(=O)(=O)N1CCN(c2ccc(F)cc2)CC1,7,-1,-3,0.2,-2,nt,0.3,1.3,2,-2.4
CCOC(=O)C1CCN(S(=O)(=O)c2ccc3c(c2)CCN3C(=O)C2CCC2)CC1,-7,3,nt,-0.9,-1,2,2.6,nt,5,-0.7
CC1CN(c2ccc(NS(=O)(=O)c3ccccc3)cc2C(=O)O)CC(C)O1 (stereo not drawn),-19,-5,0,-1.3,0,11,-0.3,-0.4,4,-1.9

10 entries from above, with values under each structure:
Order of values – PvdQ acylase	Rtt109 HAT inh	Wnt act	Ecoli viability	DAGLB inh	PfHsp90 set2	AddAB inh	phage Ecoli inh	Tat export inh	CAL PDZ inh
> COc1ccc(/C=C2\SC(=O)N(CCNC(=O)C3=COCCO3)C2=O)cc1
→ -10	3	13	3.2	2	12	-0.5	2.3	-5	-3.1
> COc1ccc(C2CC(=O)Oc3c(C(CCN4CCCC(C)C4)c4ccc(N(C)C)cc4)c(OC)cc(OC)c32)cc1 (stereo not drawn)
→ -13	16	1	-0.3	4	-4	3.6	-0.1	0	-0.5
> CCOC(=O)c1sc2ccc(S(=O)(=O)N3CC(C)CC(C)C3)cc2c1N (stereo not drawn)
→ -17	-7	-8	-1.0	-8	9	0.3	1.5	-2	-0.4
> O=C1[C@@H]2Cc3ccccc3CN2C(=O)N1c1cccc(F)c1
→ -10	nt	nt	-1.3	1	nt	0.0	-0.6	3	-2.6
> Cn1cc(-c2cccc(Cl)c2)cc(C#N)c1=O
→ -9	nt	-2	-1.9	1	-21	3.8	4.4	2	-0.4
> Cc1ccccc1C(=O)NNC(=O)C1CCN(C(=O)Nc2ccccc2)CC1
→ 10	12	3	-0.4	-2	2	1.6	2.1	-1	-2.8
> CC1=C([N+](=O)[O-])C(c2ccccc2C(F)(F)F)NC(=O)N1C (stereo not drawn)
→ -5	2	1	2.6	2	-9	2.6	3.2	-5	-1.2
> O=C(CCC1CCCC1)NCCS(=O)(=O)N1CCN(c2ccc(F)cc2)CC1
→ 7	-1	-3	0.2	-2	nt	0.3	1.3	2	-2.4
> CCOC(=O)C1CCN(S(=O)(=O)c2ccc3c(c2)CCN3C(=O)C2CCC2)CC1
→ -7	3	nt	-0.9	-1	2	2.6	nt	5	-0.7
> CC1CN(c2ccc(NS(=O)(=O)c3ccccc3)cc2C(=O)O)CC(C)O1 (stereo not drawn)
→ -19	-5	0	-1.3	0	11	-0.3	-0.4	4	-1.9
